# PPARg SRC1 recr: PPARgamma agonists recruiting SRC-1 coactivator, primary screen, biochemical; Peroxisome proliferator-activated receptor gamma (Homo sapiens), P37231; PPARgamma-SRC-1 coactivator recruitment biochemical assay; activation, % at 8 µM; actives 0.41% (n = 200,000); in the data active = activation above about 19%;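 also: 0% = DMSO and 100% = reference agonist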
# Target sequence (P37231 whole entry, looked up): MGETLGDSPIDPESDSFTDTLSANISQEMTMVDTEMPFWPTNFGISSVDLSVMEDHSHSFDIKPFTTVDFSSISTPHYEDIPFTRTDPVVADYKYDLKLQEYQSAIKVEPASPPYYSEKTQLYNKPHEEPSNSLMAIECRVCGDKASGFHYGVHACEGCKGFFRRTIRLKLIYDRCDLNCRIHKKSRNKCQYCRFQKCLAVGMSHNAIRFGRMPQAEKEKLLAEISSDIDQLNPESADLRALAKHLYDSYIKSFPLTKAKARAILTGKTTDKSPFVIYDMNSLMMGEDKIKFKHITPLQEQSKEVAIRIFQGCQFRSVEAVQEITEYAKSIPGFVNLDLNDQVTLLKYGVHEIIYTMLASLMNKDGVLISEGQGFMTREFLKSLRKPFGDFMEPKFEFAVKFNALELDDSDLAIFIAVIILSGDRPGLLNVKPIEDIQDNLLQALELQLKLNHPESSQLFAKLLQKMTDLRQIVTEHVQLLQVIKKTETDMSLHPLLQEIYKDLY
# G6PDH counter: L. mesenteroides G6PDH inhibitors, counter-screen for G6PDH-coupled screening assays, biochemical, Leuconostoc mesenteroides enzyme. glucose-6-phosphate dehydrogenase [Leuconostoc mesenteroides]. Purified L. mesenteroides G6PDH, diaphorase/resazurin coupled fluorescence, 45 min. inhibition, % at 5 µM. actives 0.12% (n = 200,000); in the data active = inhibition above about 50%
# Diaph inh CS: diaphorase inhibitors and chemical oxidizers, primary screen, counter-screen for diaphorase-coupled primary assays, biochemical, uHTS, resorufin fluorescence; diaphorase resazurin-to-resorufin fluorescence, NADH, 16 min; bacterial (C. kluyveri) enzyme, not human; inhibition, % at 20 µM; actives 0.69% (n = 190,000);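 active = primary screen inhibition at 20 µM above a set limit, cut at about 50% in these data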;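 also: plate controls were DMSO with full reaction for no effect and wells lacking NADH for full effect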
#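 controls = No-NADH positive control and DMSO neutral control | system = Clostridium kluyveri diaphorase enzyme | timing = reaction incubation of 16 min at room temperature | signal = resorufin fluorescence 544/590 nm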
# S1P3 antag: S1P3 receptor antagonists, primary screen, cell-based; Sphingosine 1-phosphate receptor 3 (Homo sapiens), Q99500; CHO S1P3 NFAT-BLA reporter, FRET fluorescence, antagonist mode; inhibition, % at 4.98 µM; actives 0.27% (n = 170,000); AID 485, 2006;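 active = inhibition above the plate cutoff, the mean inhibition of test wells on that plate plus 3 SD, cut at about 28% in these data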;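 also: cells challenged with S1P at its EC80 of 0.8 µM; blue over green emission ratio from cleaved BLA substrate after 4 h stimulation; 0% = S1P-stimulated wells and 100% = unstimulated DMSO-only wells; some compounds past the cut are filed as inactive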
# Diaph act CS: compounds boosting diaphorase resazurin reduction – biochemical, uHTS, resorufin fluorescence, counter-screen for diaphorase-coupled primary assays, primary screen; Diaphorase/resazurin coupled assay, 16 min; hits give high values; 1 = vehicle wells, 0 = NADH-free wells; activation factor at 20 µM; actives 0.005% (n = 190,000);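 active = diaphorase activity raised at least twofold by the compound at 20 µM; inactive = activation factor below 2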
#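 Test system: Clostridium kluyveri diaphorase, purified enzyme; input: enzyme 0.07 U/mL final; buffer or medium: 50 mM HEPES pH 7.4 with 4.542 mM MgCl2, 0.005% Tween 20; also added: 0.114 mM NADH and 0.1 mM resazurin, final amounts; schedule: 16 min enzyme reaction, ambient temperature; technique: fluorescence of resorufin, 544 nm excitation, 590 nm emission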
# PPARg SRC3 recr: PPARgamma agonists recruiting SRC-3 coactivator, primary screen, biochemical; Peroxisome proliferator-activated receptor gamma (Homo sapiens), P37231; activation, % at 8 µM; actives 0.26% (n = 200,000); biochemical PPARgamma/SRC-3 coactivator recruitment assay; in the data active = activation above about 23%;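 also: 0% = DMSO and 100% = reference agonist; some compounds past the cut are filed as inactive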
# PMI act: activators of human PMI, primary screen, biochemical, fluorescence intensity, near-Km mannose 6-phosphate. purified human PMI, coupled resazurin fluorescence, 20 min; hits give high values; 1 = vehicle control, 0 substrate-free wells. activation factor at 20 µM. Mannose-6-phosphate isomerase (Homo sapiens), P34949. actives 0.005% (n = 190,000);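 active = activation factor of 2 or more at 20 µM, relative to plate controls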
# Target sequence (P34949 whole entry, looked up): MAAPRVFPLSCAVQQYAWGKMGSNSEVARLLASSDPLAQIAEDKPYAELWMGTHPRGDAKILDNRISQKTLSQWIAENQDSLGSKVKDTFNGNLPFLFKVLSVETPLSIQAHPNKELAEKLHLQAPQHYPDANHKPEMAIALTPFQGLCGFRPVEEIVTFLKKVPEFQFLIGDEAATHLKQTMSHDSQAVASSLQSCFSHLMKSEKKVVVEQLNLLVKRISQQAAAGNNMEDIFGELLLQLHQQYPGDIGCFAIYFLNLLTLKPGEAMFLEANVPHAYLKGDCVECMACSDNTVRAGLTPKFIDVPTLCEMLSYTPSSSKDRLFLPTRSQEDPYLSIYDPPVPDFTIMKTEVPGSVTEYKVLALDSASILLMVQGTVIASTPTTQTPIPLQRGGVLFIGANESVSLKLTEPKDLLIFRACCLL
# PMI act hi M6P: human PMI activators, high substrate, primary screen, biochemical, fluorescence intensity, near-saturating mannose 6-phosphate; Mannose-6-phosphate isomerase (Homo sapiens), P34949; actives 0.34% (n = 190,000); coupled PMI enzyme assay, resazurin fluorescence, 20 min; hits give high values; 1 = untreated enzyme, 0 = substrate-free blank; activation factor at 20 µM; AID 1216, 2008;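 active = activation factor of 2 or more at 20 µM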
#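 Technique: Diaphorase-driven resazurin-to-resorufin fluorescence, excitation 544, emission 590 nm | Assay system: Human PMI in coupled enzyme assay | Times: Enzyme reaction with compound 20 min at room temperature | Medium: HEPES-buffered pH 7.4 with magnesium and detergent | Reagent: Mannose-6-phosphate 1.0 mM (near-saturating) plus 0.22 mM NADP+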
# TR-FRET SRC-2 ct: TR-FRET signal artefacts, primary screen, artefact control for PPARgamma SRC-2 agonist project, biochemical; TR-FRET artefact counter-screen; hits give high values; TR-FRET ratio at 8 µM; actives 0.4% (n = 200,000); AID 1049, 2008; in the data active = TR-FRET ratio above about 2000; also: inactives centre near 1500
# ROMK mod: ROMK potassium channel modulators, primary screen, cell-based, thallium flux, MLSMR library; ATP-sensitive inward rectifier potassium channel 1 (Homo sapiens), P48048; Tet-inducible ROMK, thallium flux fluorescence; actives lie on both sides; B-score at 10 µM; actives 2% (n = 130,000); AID 1918, 2009;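 active = signal ratio slope over the read window, or its plate-corrected B-score, at least 3 SD from the plate mean, either direction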;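 also: B-score of the F/F0 ratio slope over 7 to 12 s after thallium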
# PPARg SRC-2 ag: agonists of PPARg-SRC-2 recruitment, primary screen, biochemical, HTS; Peroxisome proliferator-activated receptor gamma (Homo sapiens), P37231; PPARgamma LBD-SRC-2 recruitment; activation, % at 8 µM; actives 0.34% (n = 200,000); in the data active = activation above about 22%;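 also: 0% = vehicle and 100% = reference agonist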
# Active calls of the source: *; x = not tested or not shown.
SMILES,PPARg SRC1 recr,G6PDH counter,Diaph inh CS,S1P3 antag,Diaph act CS,PPARg SRC3 recr,PMI act,PMI act hi M6P,TR-FRET SRC-2 ct,ROMK mod,PPARg SRC-2 ag
CCSc1nnc(NC(=O)C2CCCN(S(=O)(=O)c3cnc[nH]3)C2)s1 (stereo not given),0.1,20.8,-9.4,-8.7,1.1,11.3,1,1,1478,x,1.8
CCNC(=S)NNC(=S)NCc1ccccc1,7.7,13.1,-2.8,-19.3,1,6.2,0.9,1,1450,-0.0712,-1.1
C=Cn1cc[n+](CC(=O)c2ccc(C)cc2)c1,3.2,11.2,-8.4,2.8,1.1,-0.7,1.1,1.1,1511,x,-0.2
OC1CCN(C(c2ccc3ncccc3c2)c2nnnn2C2CCCCC2)CC1 (stereo not given),12.9,6.2,12.6,-14.9,0.9,1.9,1.1,1,1592,x,3.4
O=C(CCCN1C(=O)c2ccccc2C1=O)Nc1c2c(nc3c1CCC3)CCC2,2.6,5.7,-21.3,16.0,1.2,6.1,1.1,1.2,1569,1.5,-2.0
Cc1ccccc1OCCN1C(=O)NC2(CCCc3ccccc32)C1=O (stereo not given),-1.6,6.1,9.2,x,0.9,-3.0,0.9,1,1227,0.0352,6.3
CCCc1ccc(OCc2ccc(C(=O)Nc3cccc(C)n3)o2)c(OC)c1,0.1,7.8,14.9,-14.8,0.9,4.6,1,1,1428,0.289,-0.2
O=C(/C=C/c1cccc([N+](=O)[O-])c1)NCCSCc1cccc(Cl)c1,-1.5,-14.9,16.3,-10.5,0.8,0.9,0.8,0.9,1422,-1.17,0.2
O=[N+]([O-])c1cc(/C=N/O)ccc1SCc1ccccc1,-5.2,7.3,1.0,x,1,-0.8,1.1,1,1560,x,4.8
CCn1c(N2CCN(C(=O)/C=C/c3ccccc3)CC2)nc2ccccc21,4.7,11.7,4.0,-17.6,1,-1.8,1.1,1.1,1664,-0.289,7.1
CCN1CCN(C(=O)Cn2ncc3ccsc3c2=O)CC1,0.5,10.7,25.2,-14.4,0.7,-3.6,0.8,0.8,1453,x,-1.3
COc1ccccc1NC(=S)NCCc1ccccc1,-0.9,-3.7,18.9,x,0.8,-10.5,0.9,1,1492,x,1.5
CCOC(=O)c1ccc(NC(=O)Nc2c(C)nn(C)c2C)cc1,5.2,1.3,-4.7,13.6,1,1.8,1,1,1561,x,2.7
COc1c(C)cccc1C(=O)Nc1cc(-c2nn3c(C)nnc3s2)ccc1C,3.9,x,x,-37.9,x,10.2,x,x,1434,x,8.2
COc1ccc([C@H]2[C@H](C(C)=O)N3N=Cc4ccccc4C3C23C(=O)OC(C)(C)OC3=O)cc1 (stereo not given in full),-3.2,4.0,5.7,-5.2,0.9,3.7,1.2,1,1634,x,6.0
CCC(C(=O)Nc1ccccc1C(=O)N1CCCC1)N1C(=O)c2ccccc2C1=O (stereo not given),1.6,-0.8,7.9,-14.7,0.9,-2.6,0.9,1,1484,x,4.0
CCCNC(=O)c1nc(C)n(-c2cc(Cl)ccc2Cl)n1,0.9,-2.5,-6.4,-6.2,1.1,-1.2,1.1,1,1502,-1.38,1.5
Cc1ccc2nc(Nc3nc(CSc4nnnn4-c4ccccc4)cc(=O)[nH]3)nc(C)c2c1,3.8,4.6,25.8,x,0.7,2.7,0.9,0.9,1511,0.0108,6.7
CCN(CC)C(=O)COc1ccc2oc(C)c(C(=O)OC(C)C)c2c1,3.5,-0.4,16.6,x,0.8,5.3,1,1,1464,0.515,4.0
CC(=O)c1nn(-c2cccc(Br)c2)cc1C(=O)c1cccc2ccccc12,-2.2,13.0,2.9,x,1,-4.9,0.9,0.9,1400,-0.481,-1.4
Cc1cccc(NC(=O)C2c3ccccc3Oc3ccccc32)n1,0.6,9.4,14.2,-8.0,0.9,3.7,0.9,1,1369,-2.36,-5.3
COCCCNC(=S)NNC(=O)c1ccc(S(=O)(=O)N2CCC(C)CC2)cc1,3.1,3.3,4.6,-1.4,1,1.6,1,1.1,1645,0.0742,4.8
COc1ccc(NC(=O)COc2nc(N(C)C)nc(N(C)C)n2)cc1,-3.5,-0.7,-4.7,-16.9,1,4.7,1,1,1618,1.3,7.0
O=C1CC[C@@H](CN(Cc2ccccc2)Cc2cn[nH]c2-c2cc3ccccc3o2)N1,2.4,12.6,42.2,0.2,0.6,0.8,0.8,0.8,1518,0.257,-4.8
COCCSc1ccccc1C(=O)NCC1CCCO1 (stereo not given),-7.8,-0.1,9.0,-32.5,0.9,-0.2,0.9,1,1355,0.797,1.5

# Random excerpt: 2 records from the list.
SMILES,PPARg SRC1 recr,G6PDH counter,Diaph inh CS,S1P3 antag,Diaph act CS,PPARg SRC3 recr,PMI act,PMI act hi M6P,TR-FRET SRC-2 ct,ROMK mod,PPARg SRC-2 ag
Cc1ccccc1OCCN1C(=O)NC2(CCCc3ccccc32)C1=O (stereo not given),-1.6,6.1,9.2,x,0.9,-3.0,0.9,1,1227,0.0352,6.3
CCN(CC)C(=O)COc1ccc2oc(C)c(C(=O)OC(C)C)c2c1,3.5,-0.4,16.6,x,0.8,5.3,1,1,1464,0.515,4.0

# Other compounds:
SMILES,PPARg SRC1 recr,G6PDH counter,Diaph inh CS,S1P3 antag,Diaph act CS,PPARg SRC3 recr,PMI act,PMI act hi M6P,TR-FRET SRC-2 ct,ROMK mod,PPARg SRC-2 ag
CN(C)C=NC(=O)/C(C#N)=C1\CCc2ccccc2N1,-2.1,7.5,18.2,5.3,0.8,1.6,1.1,1,1415,1.18,-4.6
CC(C)=CCC/C(C)=C/C=N/NC(=O)c1cccc([N+](=O)[O-])c1,5.8,-13.7,2.0,-1.7,1,6.4,1,1,1388,x,11.1
CC1CC(C)CN(C(=O)CCCn2c(=S)[nH]c3ccccc3c2=O)C1 (stereo not given),0.8,0.6,31.7,8.5,0.7,4.8,0.9,1,1551,-1.4,3.6
Cc1nc(-c2ccncc2)sc1C(=O)Nc1ccc(Cl)cc1,-8.2,0.8,20.7,-10.0,0.8,-1.8,0.9,0.9,1618,0.554,9.1
Cc1cccc(C(=O)N2CC3(C)CC2CC(C)(C)C3)c1 (stereo not given),-0.4,15.2,12.8,11.6,0.9,1.2,0.9,0.9,1451,0.801,-4.9
CCOc1ccc(Br)cc1S(=O)(=O)Nc1ccc(C(=O)OCC(=O)N(C)c2ccccc2)cc1,1.2,8.5,15.7,-2.5,0.8,1.7,0.9,1,1418,0.0223,12.8
N#Cc1ccsc1NC(=O)CN1CCN(Cc2ccccc2)CC1,-0.5,7.2,1.4,-11.6,1,4.2,1.1,1.1,1638,0.279,14.1
Cc1ccc(NC(=O)N2CCC(O)(c3cccnc3)CC2)cc1,-11.2,4.2,11.9,x,0.9,-8.8,1,1,1604,-0.184,-4.9
O=C(NCc1ccccc1)[C@@H]1CSC2c3ccccc3C(=O)N21 (stereo not given in full),-5.3,14.5,10.0,x,0.9,-6.9,0.9,0.9,1562,1.31,1.8
COc1ccc(C2CC3(CC(C)(C)NC(=O)N3)Oc3cc(O)ccc32)cc1 (stereo not given),-4.6,-2.9,13.7,-41.6,0.9,-6.5,1,0.9,1273,x,-6.4
COc1ccc(-c2nnc(SCC(=O)O)n2C)cc1OC,14.5,8.2,-6.8,-6.1,1.1,7.0,1.1,1.1,1656,0.103,15.8
COC(=O)c1ccccc1NC(=O)c1cnn2c(C)cc(C)nc12,-3.7,18.1,7.4,-6.2,0.9,-4.9,1,1,1418,-0.255,-0.3
CCN(CC)c1ccc(NC(=O)/C=C\c2ccccc2Cl)cc1,-3.7,-39.6,18.3,x,0.8,6.0,0.8,0.8,1643,x,2.7
Cc1ccc(S(=O)(=O)c2c(N)n(Cc3ccco3)c3nc4ccccc4nc23)cc1,-1.9,0.8,28.5,x,0.7,-0.8,1,1,1676,-1.48,-1.7
COc1cc(/C=C/C(=O)c2ccc(O)cc2)ccc1OCC#N,-0.3,6.9,-1.9,6.8,1,-4.0,1.1,1,1598,0.641,-9.7
CCCn1cc(S(=O)(=O)CC(=O)NC2CCCCC2)c2ccccc21,-2.2,3.9,11.0,x,0.9,-5.6,1,1,1411,x,1.2
Cc1cc(C)n2nc(C(=O)OCCOc3ccc(F)cc3)nc2n1,10.9,-1.0,-14.7,-16.2,1.1,-6.4,1.1,1.2,1722,0.619,7.2
CCOC(=O)c1cnc(SC)nc1NCCOC,-8.1,14.3,6.5,-7.9,0.9,1.0,0.8,0.9,1508,1.21,7.1
CCOc1cc(C(=O)Nc2ncccn2)cc(OCC)c1OCC,1.8,16.5,16.3,-25.1,0.8,9.3,0.8,0.9,1616,x,-0.2
CCOc1cc(OCC)nc(S(C)(=O)=O)n1,-4.6,3.3,-12.7,-4.1,1.1,-2.5,1.1,1.1,1534,1.1,-9.2
CC1CN(Cc2nc3c(c(=O)n(C)c(=O)n3C)n2Cc2cccc(Cl)c2)CC(C)O1 (stereo not given),-8.0,6.7,4.6,13.3,1,-4.7,0.9,0.9,1464,x,9.4
Cc1ccc(-c2nnn3c2nc(Cl)c2ccccc23)cc1,1.4,-2.3,-7.9,-2.8,1.1,1.5,1.5,1.2,1692,-0.637,-0.9
Cc1ccc(NC2SC(=O)N(Cc3cccc(C(=O)O)c3)C2=O)cc1 (stereo not given),1.1,3.0,10.6,-9.9,0.9,-7.3,1.1,1,1357,1.42,0.0

# Compound activity as filed in PubChem.

# Hits appear at their usual frequency, and some 3.3% of all compounds hit somewhere here.
